Screening data (PubChem)
MT stabilizer = microtubule stabilizers in HeLa cells | hit rate 0.83% among 200,000 | % tubulin-high responders, % at 10 µM | AID 2205 | HeLa tubulin immunostaining HCS, 24 h; share of cells brighter than vehicle mean+2SD;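 active = plate Z-score above 3 for both tubulin-high and condensed-nucleus cell shares, with cell loss under 80%, at 10 µM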;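 note: anti alpha tubulin signal scored within the nucleus-defined area of each cell; some results filed as inactive read as strong as hits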
P. falciparum M1AAP = P. falciparum M1AAP inhibitors, biochemical, fluorogenic H-Leu-NHMec substrate, 1536-well (AID 1445) | recombinant M1AAP, H-Leu-NHMec fluorogenic kinetic assay; higher % means a stronger effect | inhibition, % at 30 µM; hits with a dose series show IC50 in µM | hit rate 0.42% among 220,000;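 active = primary inhibition above the hit cutoff, then over 50% inhibition at one or more dose response concentrations, cut at about 23% in these data, passing the limit was not always enough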;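 note: plate controls were DMSO full reaction for no effect and no enzyme background for full effect; strong numbers were not always called active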
Autophagy HCS = autophagy modulation, high-content screen; AID 463193; MEF GFP-LC3 puncta imaging; test concentration mostly 10 µM; hit rate 0.98% among 190,000; calls only at 10 µM (by protocol);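 active = percentage of spot-positive cells more than 3 SD above its plate mean, without a fluorescence outlier flag or 80% toxicity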;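 note: spot-positive cell cutoff set from DMSO-treated cells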
ER stress rescue = rescue of cells from ER stress-induced death, primary screen, 384-well, CSM14.1, thapsigargin, ATP luminescence (AID 1222); CSM14.1 thapsigargin-induced death rescue, ATP luminescence; higher % means a stronger effect; cellular ATP content (survival), % at 20 µM, or EC50 in µM where a hit was titrated; 190,000 tested, under 10 active;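 active = EC50 below 50 µM in the dose-response confirmation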;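 note: death triggered by thapsigargin at about 15 µM added after 2 h compound pretreatment; cell ATP read after overnight thapsigargin exposure of roughly 18 to 22 hours; normalized against plate controls of thapsigargin alone and 5% DMSO vehicle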
Lipid droplet = modulators of hepatic lipid droplet formation | inhibition, % at 6.5 µM | AML12 mouse hepatocytes, oleate lipid droplets, BODIPY imaging | hit rate 0.4% among 240,000;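 active = lipid droplet intensity inhibited by at least 50%, with more than 500 cells counted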
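Material: mouse AML12 hepatocyte cell line, fixed after treatment; Timing: compound with oleate, overnight; Technique: high-content imaging of BODIPY-stained droplets and DAPI nuclei; Probe or stimulus: oleate, 100 µM final; Dosing: compound at 6.5 µM only.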
Dynein cargo inh = blocks dynein driven cargo transport along microtubules | hit rate 0.47% among 220,000 | z-score, hits read low | 3617.4 mouse cells, GR-EGFP nuclear translocation imaging; test concentration mostly 20 µM; stimulated with dexamethasone, 1 µM; hits give low values | AID 1381;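 active = plate z-score of nuclear minus cytoplasmic receptor signal below a set negative limit, without overly bright fluorescence or cell loss, cut at about -3.5 in these data, passing the limit was not always enough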;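 note: z-score of nuclear minus cytoplasmic ring GR-EGFP intensity difference per well; some compounds called inactive have numbers as strong as hits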
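medium = tetracycline-free induction medium containing charcoal-stripped FBS | also added = 1.0 µM final dexamethasone stimulus | schedule = 48 h induction, 1 h compound, 30 min dex at 37 °C | technique = fixed, Hoechst-stained cells imaged at 10x for EGFP | measure = GR-EGFP nuclear translocation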
Insulin prom up = MIN6 insulin promoter up-regulation. hit rate 0.3% among 190,000. MIN6 insulin promoter-GFP reporter, high-content imaging; hits give high values. AID 1625. z-score at 5 µM;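 active = z-score above 3 at 5 µM with at least 500 cells counted in the well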
P. falciparum M17LAP = P. falciparum M17LAP inhibitors, primary screen, biochemical, fluorogenic H-Leu-NHMec substrate, 1536-well (AID 1619); one-dose inhibition, % at 30 µM; IC50 in µM for titrated hits; hit rate 0.38% among 220,000; recombinant M17LAP, H-Leu-NHMec fluorogenic kinetic assay; higher % means a stronger effect;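 active = compound inhibiting the enzyme by more than half at any dose during confirmatory dose-response retesting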;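 note: plate controls were full reaction with DMSO carrier for no effect and no enzyme background for full effect; strong numbers were not always called active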
Yfh1-depleted yeast = enhancers of respiration in Yfh1-depleted yeast, dose response, Friedreich's ataxia, plus single-dose screen (AID 1465); S. cerevisiae Yfh1-off respiration, WST-1 reduction, 72 h; higher fold induction means a stronger effect; hit rate 0.074% among 220,000; one-dose fold induction at 50 µM; EC50 in µM for titrated hits;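 active = fold induction of absorbance versus untreated yeast above a set limit, then at least 30% activation at any dose in follow-up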;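 note: activators that raise dye reduction in frataxin-depleted yeast; strong numbers were not always called active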
Dynein cargo inh cytoplasmic EGFP = also measured in Dynein cargo inh; calls as there; z-score; measured here: cytoplasmic GR-EGFP intensity; hits give high values
Dynein cargo inh nuclear GR-EGFP = recorded beside Dynein cargo inh, whose call it bears; z-score; measured here: nuclear GR-EGFP intensity;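 lower value marks the stronger effect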
Dynein cargo inh cell count = recorded beside Dynein cargo inh, whose call it bears; z-score; measured here: cell count per field
Insulin prom up cell count = also measured in Insulin prom up; calls as there; cell count; measured here: cytotoxicity, nuclei count;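 total cells summed across four imaged fields per well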
Lipid droplet cells 6.5 µM = also measured in Lipid droplet; calls as there; cell count; measured here: cell count, cytotoxicity flag;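 cells counted across two imaged fields per well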
MT stabilizer Hoechst-high % = second read-out of MT stabilizer, no call of its own (marks repeat the call); % Hoechst-high responders; measured here: nuclear condensation Hoechst responders;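 share of cells brighter than vehicle mean plus two SD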
MT stabilizer cytotoxicity % = further read-out of MT stabilizer, marked with its call; toxicity, %; measured here: cytotoxicity by cell density;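 0% = mean cell density of plate MIN control wells and 100% = no cells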
Autophagy HCS cell loss 18 h = further read-out of Autophagy HCS, marked with its call; toxicity, %; measured here: cell loss, nuclei count;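 cell loss after 18 h compound exposure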
The depositor's hits bear a star; i = inactive; . = no result given. Compounds as they come, and some 3.5% of all compounds hit somewhere here.

SMILES	MT stabilizer	MT stabilizer Hoechst-high %	MT stabilizer cytotoxicity %	P. falciparum M1AAP	Autophagy HCS	Autophagy HCS cell loss 18 h	ER stress rescue	Lipid droplet	Lipid droplet cells 6.5 µM	Dynein cargo inh	Dynein cargo inh cytoplasmic EGFP	Dynein cargo inh nuclear GR-EGFP	Dynein cargo inh cell count	Insulin prom up	Insulin prom up cell count	P. falciparum M17LAP	Yfh1-depleted yeast
O=C(NCCCCc1ccccc1)C1CC(c2ccc(C(F)(F)F)cc2)=NO1 (centres undefined)	.	.	.	3%	.	.	.	-5	760	-0.67	-0.7	-0.15	0.16	0.39	850	12%	i
COc1cccc2cc(C(=O)Nc3ccc(S(=O)(=O)NCC4CCCO4)cc3)c(=O)oc12 (centres undefined)	.	.	.	1%	.	.	.	0	764	1.2	-0.13	1.4	-2.1	-0.46	1045	6%	i
COc1ccc(CN2CCNC(=O)C2CC(=O)NC2Cc3ccccc3C2)c(OC)c1 (centres undefined)	2.7	2.2	5.1	4%	i	1	3.4%	-5	625	0.15	-0.13	0.17	-0.75	.	.	6%	i
C/C(Cc1ccccc1)=N\NC(=O)CNC(=O)c1ccccc1Cl	.	.	.	-8%	.	.	.	3	720	1.5	-0.18	1.2	-0.33	0.06	919	-10%	i
CC(=O)c1c(C(C)=O)c(C)n(-c2ccc3ncccc3c2)c1C	0.9	1.6	4.1	0%	i	18	1.4%	0	738	0.36	-0.34	0.046	1	0.05	1598	21%	i
COc1cccc2cc(C(=O)N3CCC(C)CC3)c(=O)oc12	1.6	5.2	9.9	2%	i	3	-1.3%	.	.	-0.82	-0.063	-0.32	0.14	0.28	1071	2%	i
O=C(NNC(=O)C1CCCCC1)c1ccc(Br)cc1	2.8	2.6	8.5	7%	i	1	-0.9%	-6	610	0.71	-0.26	0.61	-0.62	0.5	1411	0%	i
C=CCOc1cc(C)nc(-c2ccccc2O)n1	0.9	1.0	5.0	1%	i	-13	-0.4%	.	.	0.35	-0.37	0.3	0.075	0.08	981	6%	i
CN(CCCNC(=O)Cn1cc2c(n1)CCCC2)C1CCCCC1	4.3	2.4	1.5	3%	i	9	-0.9%	.	.	-0.53	-0.25	-0.23	0.36	-0.22	1017	1%	i
CCCOc1ccc(-c2nc(C#N)c(N3CCc4ccccc4C3)o2)cc1	1.7	1.5	9.6	-7%	i	-8	5.3%	0	738	0.22	-0.14	0.25	0.075	0.1	824	13%	i
N#CC1=C(N)C2=CCCC[C@H]2[C@H](c2ccc(Br)cc2)C1(C#N)C#N	2.4	2.8	8.6	1%	i	-2	-1.3%	15	539	-1.9	0.022	-1.1	0.071	-0.31	1267	-4%	i
Nc1nnnn1N=C1CCCCC1	6.0	2.5	13	1%	i	-21	-0.5%	.	.	-0.099	-0.13	0.41	-0.76	-1.1	960	-5%	i
Cc1ccc(O)c(C(CC(=O)N2CCCC2)c2ccccc2)c1 (centres undefined)	2.7	3.0	9.7	2%	i	14	-0.9%	-20	738	0.17	-0.23	1.3	-0.86	0.88	1121	12%	i
CC1(C)Cc2noc(N)c2C(C)(C)N1OC(=O)c1ccccc1	4.0	2.5	1.8	3%	i	0	-2.1%	-3	640	-1.2	-0.28	-0.45	0.36	-0.14	1803	-9%	i
O=c1[nH]nc2n1CCCCC2	3.4	2.0	9.2	2%	i	6	1.6%	.	.	0.53	-0.19	-0.19	0.78	0.31	1134	-9%	i
COc1ccc(CCN2C(=O)/C(=C\c3ccco3)SC2=S)cc1OC	2.4	2.1	8.0	5%	i	7	-1.8%	-4	634	1.1	-0.27	0.45	-1	.	.	0%	i
c1ccc(-c2nnc(-c3ccccn3)s2)nc1	.	.	.	1%	.	.	.	0	600	0.55	-0.18	0.94	-1.7	1.2	798	8%	i
C=CCn1c(SCC(=O)c2cc(C)n(Cc3cccs3)c2C)nnc1-c1ccncc1	5.0	1.5	8.8	6%	i	5	0.7%	1	765	-0.37	-0.22	0.02	0.59	0.38	1101	1%	i
CN1CCNC(=O)C1CC(=O)NCC1(c2ccccc2)CCCCC1 (centres undefined)	2.4	1.4	2.5	.	i	-3	0.4%	0	729	1.7	0.14	1.9	-1.8	-0.21	1438	.	i
CCOc1ccccc1-n1c(C)cc(C=O)c1C	3.3	2.9	3.1	16%	i	10	0.3%	4	697	-0.15	-0.35	0.5	0.4	0.13	1505	7%	i
CCOP(=O)(O)c1ccccc1OCCCCCOc1ccccc1P(=O)(O)OCC	3.2	1.2	3.3	4%	i	-2	-1.1%	.	.	-0.66	-0.17	-1	0.2	-0.33	1549	10%	i
Cc1ccc(NC(=O)C2CC(=O)Nc3nc4ccccc4n32)c(C)c1 (centres undefined)	.	.	.	-1%	.	.	.	-1	686	-0.6	-0.22	0.1	-0.56	0.06	1048	4%	i
COc1ccc(CCNC(=O)c2ccc3nc(-c4ccco4)c(-c4ccco4)nc3c2)cc1OC	3.4	1.7	0.7	17%	i	5	0.2%	.	.	-0.62	-0.19	-0.17	0.65	-0.63	1279	30%	.
CCCCCCn1c(SCC(C)C)nc2c1c(=O)[nH]c(=O)n2C	3.6	1.0	0.1	-1%	i	-9	-1.0%	.	.	-0.77	-0.24	-0.087	0.28	-1.5	1249	10%	i
CCCNC(=O)CC(NS(=O)(=O)c1ccc(NC(C)=O)cc1)C(C)C (centres undefined)	2.1	1.5	10	5%	i	15	-4.3%	23	707	1.9	-0.26	1.3	-1.2	-0.22	1179	1%	i
CCC(C)(C)n1nnnc1C(c1cc2cc(C)ccc2[nH]c1=O)N1CCCC1 (centres undefined)	1.9	2.7	5.3	7%	i	-1	.	-5	736	-0.2	-0.16	0.11	-0.91	-0.31	1263	12%	i
O=C(c1nc2ccccn2c1CN1CCC(Cc2ccccc2)CC1)N1CCCC1	3.5	1.8	3.5	5%	i	30	0.3%	0	703	3.4	-0.13	2.2	-1.7	-0.62	1490	-1%	i
CCOc1cc(NC(=O)c2ccco2)c(OCC)cc1NC(=O)Cc1ccc(OC)c(OC)c1	5.4	1.3	5.6	8%	i	7	2.0%	.	.	1.1	1	0.23	-1	-0.18	1184	6%	i
CCOc1cc(CNc2ncc(-c3ccc(OC)cc3)n2C)ccc1O	2.2	1.2	9.2	3%	i	20	-4.5%	10	818	-0.66	0.35	-0.29	1.4	-1.5	1317	0%	i
CC(C)(OC(=O)NC(=O)C(F)(F)F)C(C)(C)OC(=O)NC(=O)C(F)(F)F	4.3	1.8	11	-5%	i	-1	-0.6%	6	762	-0.65	-0.28	-0.26	1.4	0.74	1440	-7%	i
CCOC(=O)c1ccc(NC(=O)COc2ccc(CNC3CCCCC3)cc2OC)cc1	2.3	1.7	10	2%	i	10	-2.4%	-12	644	-0.25	-0.19	0.64	-0.5	-0.29	1471	0%	i
CN(C)CCN(C(=O)c1cc(Cl)sc1Cl)c1nc2ccc(F)cc2s1	4.7	2.2	6.4	0%	i	4	3.2%	18	636	0.13	-0.11	0.16	-0.48	-0.09	1391	-5%	i
CCOc1ccc(C(CC(=O)O)NC(=O)COc2ccccc2)cc1 (centres undefined)	2.0	2.1	9.7	-5%	i	13	-2.9%	.	.	2.1	-0.18	2.2	-1.4	.	.	-2%	i
CCCCCCSC1=C(C#N)C(c2ccc(C)o2)CC(=O)N1 (centres undefined)	4.2	2.3	8.5	11%	i	14	0.4%	-24	705	0.49	-0.23	0.31	0.033	0.14	760	5%	i
CCOCC(=O)Nc1cccc(Br)c1	3.6	1.5	7.1	3%	i	2	.	-17	555	2.2	0.58	1.9	-1.2	1.4	958	7%	i
c1ccc(-n2cnnc2SCc2cn3ccsc3n2)cc1	4.6	3.4	12	-2%	i	-8	-2.9%	.	.	0.24	-0.22	0.18	-0.058	-0.08	1171	15%	i
CC(C)OC(=O)c1c(NC(=O)c2cccs2)sc2c1CCCC2	4.9	2.4	7.4	1%	i	19	-0.9%	.	.	-0.17	-0.084	0.53	-0.19	-0.89	1080	-2%	i
Cc1nn(C2CCS(=O)(=O)C2)c(Cl)c1/C=C/C(=O)OCC(=O)Nc1ccc2c(c1)OCO2 (centres undefined)	1.8	2.1	4.1	-1%	i	-4	-0.3%	-2	657	-0.87	-0.36	-0.55	0.92	-0.18	1566	12%	i
Cc1ccc(S(=O)(=O)N2CCCOC2CNC(=O)C(=O)NCc2cccnc2)cc1 (centres undefined)	8.0	2.1	1.5	-4%	i	-1	7.0%	-6	325	-0.099	-0.33	-0.41	0.64	0.37	1276	2%	i
